# Screening data as filed in PubChem.
# MITF TRPM1 inh = inhibitors of MITF-dependent TRPM1 promoter reporter, primary screen, cell-based, SK-MEL-5, single point, luciferase. SK-MEL-5 TRPM1 promoter luciferase, 24 h. inhibition, % at 12.5 µM. actives 0.83% (n = 330,000);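 active means mean inhibition across replicates of 60% or more, whatever share of single replicates reaches that level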; further: values of inactives mirror those of a sister screen read the other way
# CF NFkB inh = inhibitors of PAF-induced NF-kB signaling, primary screen, cell-based, GFP fluorescence, uHTS; AID 588850, 2011; inhibition, % at 5 µM; actives 0.86% (n = 360,000); KKLEB NF-kB-GFP reporter, GFP fluorescence overnight;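 active means at least 50% inhibition at 5 µM, scaled per plate between neutral and stimulator controls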;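 further: PAF is a Pseudomonas aeruginosa culture filtrate used as stimulus; plate controls were PAF-stimulated DMSO wells for no effect and unstimulated DMSO wells for full effect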
# KKLEB tox = cytotoxicity in KKLEB CF airway cells, primary screen, cytotoxicity control for CF NF-kB inhibitor project, cell-based, uHTS, fluorescence assay plates. KKLEB CF airway cells viability, ATPlite luminescence, overnight; stronger effect = lower value; cells stimulated with P. aeruginosa culture filtrate. activity change (cytotoxicity), % at 5 µM. actives 0.36% (n = 360,000). AID 602141, 2011;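 active means corrected activity change at or below -50% at 5 µM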
# TWEAK-Fn14 inh = inhibitors of TWEAK-Fn14 signaling, primary screen, luciferase reporter cells, uHTS. TWEAK-stimulated Fn14 reporter cells, luciferase luminescence, 8 h. inhibition, % at 10 µM. actives 2% (n = 360,000). AID 1159606, 2016; in the data active means inhibition above about 50%
# NR2E3 ag-1 = inhibitors of NR2E3-RetCOR corepressor binding, primary screen, NR2E3 agonist project, biochemical, TR-FRET, GST-NR2E3, biotin-RetCOR. Photoreceptor-specific nuclear receptor (Homo sapiens), Q9Y5X4. 1536-well. inhibition of corepressor binding, % at 4.78 µM. actives 0.12% (n = 320,000). AID 2300, 2010;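 active means percent inhibition above the cutoff of mean plus 3 SD of all tested compounds, set per screening campaign, cut at about 20% in these data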;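 further: 0% = DMSO wells and 100% = biotin wells as full block of FRET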
# Target sequence (Q9Y5X4 whole entry, looked up): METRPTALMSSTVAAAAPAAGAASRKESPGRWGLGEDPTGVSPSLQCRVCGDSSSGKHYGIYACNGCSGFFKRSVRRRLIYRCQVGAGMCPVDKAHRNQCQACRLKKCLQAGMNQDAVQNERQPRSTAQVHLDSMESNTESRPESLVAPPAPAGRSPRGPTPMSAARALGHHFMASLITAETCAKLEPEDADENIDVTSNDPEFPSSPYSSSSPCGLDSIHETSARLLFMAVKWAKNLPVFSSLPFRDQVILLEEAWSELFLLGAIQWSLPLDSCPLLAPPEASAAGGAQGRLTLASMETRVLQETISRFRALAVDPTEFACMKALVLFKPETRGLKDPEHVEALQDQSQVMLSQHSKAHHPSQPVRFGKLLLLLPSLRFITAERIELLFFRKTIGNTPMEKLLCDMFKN
#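 system = GST-tagged NR2E3 plus biotinylated RetCOR corepressor | input = 1.35 nM GST-NR2E3 | also added = 7 nM biotin-RetCOR | schedule = 5 h incubation at 4 °C | measured by = TR-FRET with europium anti-GST and streptavidin-D2, 340 nm excitation | read-out = percent loss of FRET ratio relative to control wells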
# HIF-2a inh = HIF-2a reporter inhibitors, primary screen, luminescence, 786-0 RCC cells; actives 0.72% (n = 360,000); 786-0 RCC cells HIF-2a reporter, luciferase luminescence, overnight; inhibition, % at 18.8 µM;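 active means inhibition of the luminescence signal of 40% or more relative to plate controls, in a single-dose primary screen at 18.75 µM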
# hiPSC survival = enhancers of single-cell hiPSC survival, primary screen, ATPlite luminescence. survival enhancement, % at 20 µM. 100% = ROCK inhibitor wells, 0% = DMSO. actives 0.044% (n = 360,000); in the data active means survival enhancement above about 18%;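 further: cells exposed to compounds for 16 hours before the ATP read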
# aDG glyco up = activators of alpha-DG glycosylation, primary screen, uHTS, Pro5-aDG cells, AlphaScreen; activation, % at 10 µM; alpha-DG glycosylation AlphaScreen (IIH6); 0% Pro5, 100% B10-LARGE cell signal; AID 624168, 2012; actives 0.22% (n = 360,000);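 active means activation of at least 8% versus controls, or a plate z-score of at least 8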;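 further: Pro5 are CHO cells carrying HIG-tagged alpha-DG that lacks glycosylation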
# Peg3 promoter = Peg3 promoter-driven luciferase inhibitors, primary screen, cell-based, HeLa, luciferase luminescence | HeLa PEG-Prom luciferase reporter, overnight | inhibition, % at 20 µM | actives 1.7% (n = 360,000);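 active means inhibition of at least 50% at 20 µM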
# NR2E3 ag-2 = NR2E3 agonists in two-hybrid cells, primary screen, cell-based, luminescence, CHO-S, Gal4-NCOR/VP16-NR2E3; luciferase; inhibition of corepressor binding, % at 3.98 µM; actives 0.35% (n = 360,000); AID 602229, 2012;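 active means inhibition above the mean of all tested compounds plus 3 SD, cut at about 70% in these data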;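 further: 0% = DMSO with NR2E3 transfected cells and 100% = cells lacking NR2E3 construct; higher means lower luciferase signal from less NR2E3 corepressor binding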
# Shn3 inh set2 = reduction of Shn3 3'UTR firefly luciferase signal, primary screen, Schnurri-3 inhibitor project, cell-based, Clone20 osteoblasts, set 2 | inhibition, % at 12.5 µM | actives 0.52% (n = 360,000) | AID 588674, 2011 | Clone20 osteoblast Shn3 3'UTR firefly luciferase, 24 h;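 active means mean inhibition of at least 75% with every replicate also reaching 75%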;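 further: 0% = median of neutral control wells and 100% = pilot-screen positive control compound; some compounds past the cut are filed as inactive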
# Numbers without * were called inactive; · = no result given.
SMILES,MITF TRPM1 inh,CF NFkB inh,KKLEB tox,TWEAK-Fn14 inh,NR2E3 ag-1,HIF-2a inh,hiPSC survival,aDG glyco up,Peg3 promoter,NR2E3 ag-2,Shn3 inh set2
CCOC(=O)C1=C(C)C(c2ccc(OC)cc2OC)NC(=O)N1 (centres undefined),5,2,3,5,2,13,11,0.0,-3,16,-8
O=C(CSc1ccc(C(F)(F)F)cc1[N+](=O)[O-])Nc1ccc2ccccc2c1,-6,-2,12,-25,0,6,-0.4,-0.3,-1,-22,-4
COc1cc(/C=N/NC(N)=S)ccc1OC(=O)c1ccc(C)cc1,4,-3,6,8,0,-13,-2.8,-0.1,-24,-29,-8
COc1ccccc1[C@H]1C(c2ccccc2)=NN(c2ccccc2)[C@@H]1CO,5,5,-6,12,·,2,2.2,0.8,21,-31,-6
COc1ccc(CNC(=O)CSc2nnc(C)n2-c2ccc(F)cc2)cc1,0,4,-18,-21,6,12,0.1,-0.4,12,-9,-10
O=C(Nc1sc2c(c1C(=O)O)CCCCC2)c1ccco1,-37,-5,7,56*,3,-122,-2.1,0.1,-187,-129,-57
COc1cc(/C=C(\C#N)C(=O)NCc2ccccc2)ccc1OCc1ccc(C(=O)O)cc1,-16,-4,3,-14,-1,9,0.0,0.2,-55,1,8
O=C(NCc1ccc(F)cc1)Nc1ccc(Cl)cc1,-44,-5,12,7,-2,-171,-0.2,0.9,-106,-15,-42
CC(C)(C)c1cc(C(C)(C)C)n(-c2ccccc2)n1,3,-14,14,5,0,19,0.7,-0.2,-1,-14,-17
CN(CC(=O)N1CCN(Cc2ccccc2)CC1)C(=O)Cc1ccc(Cl)c(Cl)c1,-4,-15,0,19,·,10,-1.2,0.3,23,-3,12
CC(C)(C)OC(=O)N1CCC(C(=O)N2CCOCC2)CC1,-9,9,-9,11,-1,12,2.0,0.0,17,-3,-7
CCOC(=O)c1cn(CC(=O)Nc2ccc(CC)cc2)nn1,6,13,2,-10,1,8,2.3,-0.1,-1,0,16
CCc1cccc(NC(=O)CCc2c(C)nn(-c3ccc(N4CCOCC4)nn3)c2C)c1,-22,-12,17,15,-1,-73,-0.2,-0.1,-59,-30,-8
COc1ccccc1NC(=O)COC(=O)Cc1cccs1,0,-1,15,-18,-1,15,-0.7,-0.1,3,-3,-4
CN1C(=O)C2(c3ccccc31)c1c(oc3ccccc3c1=O)C(=O)N2CCCO (centres undefined),2,-8,-4,2,1,16,0.1,-0.2,1,-26,1
Cc1nn(C)cc1/C=N/NC(=O)C1(O)c2ccccc2-c2ccccc21,10,-22,2,27,-1,18,-1.2,0.1,-2,-14,-19
COc1cccc(CNC(=O)C(CCSC)NS(=O)(=O)c2ccc3c(c2)oc(=O)n3C)c1 (centres undefined),-1,5,-5,-13,-1,4,-0.2,0.0,-1,-10,-6
CCCCn1c(N)c(N(CCC(C)C)C(=O)c2ccc([N+](=O)[O-])s2)c(=O)[nH]c1=O,33,30,2,8,-4,-8,-0.6,0.3,-6,13,-49
O=C(NC12CC3CC(CC(C3)C1)C2)N1CCN(c2nc(-c3ccccc3)cs2)CC1,11,4,-3,71*,1,12,-0.1,0.3,27,-2,58
CCCCn1c2c(cc(C(=O)OC)c1=O)C(=O)CCC2,-1,-5,11,0,·,-1,3.7,0.2,-16,-31,1
Cn1cc(C(=O)C(F)(F)F)c2ccccc21,-1,2,4,-3,1,5,-2.6,0.1,0,2,0
CC(C)(C)Cc1c(-c2ccc(F)cc2)nc2ccc(Cl)cn12,·,-10,13,10,·,-23,0.2,0.3,-14,-5,15
CC(C)OC(=O)Nc1ccc2c(c1)N(C(=O)N1CCN(C)CC1)c1ccccc1CC2,-4,1,-44,-11,1,-201,-0.7,0.3,-165,-59,-35
Nn1c(Cc2ccccc2)nc2sc3c(c2c1=O)CCC3,5,5,6,-6,-5,18,-0.2,-0.1,3,-16,4
CCO[C@H]1OC(C(=O)N2CCN(Cc3ccccc3)CC2)=C[C@@H](c2ccc(C(F)(F)F)cc2)[C@@H]1CCCO,1,13,-11,-17,-2,17,3.1,1.6,16,-7,5
Cc1c(SCCO)c(=O)[nH]c2cc3c(cc12)OCO3,4,-4,-4,1,-1,5,0.0,0.1,14,-1,-17
CCN1CCCC1CNC(=O)c1ccc2c(c1)NC(=O)/C(=C\c1ccc(C)cc1)S2 (centres undefined),81*,10,-13,-76,-3,-2,-0.6,-0.3,102*,13,-10
CCOC(=O)CSc1nc2c(c(=O)n(Cc3ccccc3Cl)c(=O)n2C)n1C,-1,6,0,-1,-2,25,1.2,-0.2,-10,-9,3
O=C(N/N=C/c1c[nH]c2ccc(Br)cc12)c1ccc2c(c1)OCO2,-2,9,7,21,-1,-35,0.3,0.5,0,-43,-27
Cc1cccc(N(C(=O)c2ccc(CN3CCOCC3)o2)C(C(=O)NC(C)(C)C)c2ccc(F)cc2)c1 (centres undefined),2,-2,-6,7,-1,22,-1.6,-0.1,13,-23,7

# An excerpt from above in order of molar mass, lowest first.
SMILES,MITF TRPM1 inh,CF NFkB inh,KKLEB tox,TWEAK-Fn14 inh,NR2E3 ag-1,HIF-2a inh,hiPSC survival,aDG glyco up,Peg3 promoter,NR2E3 ag-2,Shn3 inh set2
CCCCn1c2c(cc(C(=O)OC)c1=O)C(=O)CCC2,-1,-5,11,0,·,-1,3.7,0.2,-16,-31,1
O=C(NCc1ccc(F)cc1)Nc1ccc(Cl)cc1,-44,-5,12,7,-2,-171,-0.2,0.9,-106,-15,-42
CC(C)(C)Cc1c(-c2ccc(F)cc2)nc2ccc(Cl)cn12,·,-10,13,10,·,-23,0.2,0.3,-14,-5,15
Cc1nn(C)cc1/C=N/NC(=O)C1(O)c2ccccc2-c2ccccc21,10,-22,2,27,-1,18,-1.2,0.1,-2,-14,-19
COc1cc(/C=C(\C#N)C(=O)NCc2ccccc2)ccc1OCc1ccc(C(=O)O)cc1,-16,-4,3,-14,-1,9,0.0,0.2,-55,1,8
COc1cccc(CNC(=O)C(CCSC)NS(=O)(=O)c2ccc3c(c2)oc(=O)n3C)c1 (centres undefined),-1,5,-5,-13,-1,4,-0.2,0.0,-1,-10,-6

# Later entries.
SMILES,MITF TRPM1 inh,CF NFkB inh,KKLEB tox,TWEAK-Fn14 inh,NR2E3 ag-1,HIF-2a inh,hiPSC survival,aDG glyco up,Peg3 promoter,NR2E3 ag-2,Shn3 inh set2
O=C(NCCc1nc(-c2ccccc2)no1)c1ccco1,-5,-12,5,-10,4,-22,-0.1,-0.4,-12,-17,9
Nc1cc(OCC(F)(F)F)cc([N+](=O)[O-])c1,7,-6,12,-14,-1,14,-2.8,0.2,26,-11,-5
COC(=O)c1c(C(C)=O)c(C)n(C)c1C,-2,2,5,-16,-2,13,-0.5,-0.1,5,-3,-5
COc1ccc(NC(=O)Cn2c(=O)n(CC3CCCO3)c(=O)c3cc(OC)c(OC)cc32)cc1OC (centres undefined),-11,0,7,-46,3,-5,0.4,0.0,10,0,0
Cc1ccc2nc(C3CCN(C(=O)NCc4ccccc4)CC3)[nH]c2c1,0,16,-14,-6,1,-17,-1.6,-0.1,-13,-19,-17
CCN(Cc1nc2cc(Cl)ccc2c(=O)[nH]1)C(=O)CN1C(=O)NC2(CCCCC2C)C1=O (centres undefined),-1,2,-4,-6,·,23,3.7,-0.1,15,12,13
O=C(O)CSc1nnc(-c2ccc(Cl)cc2)n1-c1ccccc1,-14,-16,-9,4,1,6,0.9,0.6,9,10,0
Cn1cccc1C1Nc2ccccc2NC2=C1C(=O)CC(C)(C)C2 (centres undefined),6,5,0,15,0,3,0.0,1.3,1,-89,9
COCC(=O)n1nc(-c2ccccc2)nc1NCc1ccc(F)cc1,-26,3,4,-12,5,-89,10,-0.1,-70,-34,-24
CCC/C(=N/NC(=O)c1nnn(-c2nonc2N)c1CN1CCCCC1)c1ccccc1,-2,-9,-3,3,1,2,-0.5,-0.1,-3,7,-2
CC(=O)Nc1ccc(S(=O)(=O)n2cnc(C)c2)cc1,12,8,3,-10,1,12,-2.5,0.1,-4,-4,-4
O=C(Nc1cccc(Cl)c1)c1nc[nH]c1C(=O)N1CCc2ccccc2C1,10,-29,-2,-11,-2,2,-3.3,0.1,0,-33,1
COC(=O)c1ccc(C)c(NC(=O)CN2C(=O)c3ccccc3S2(=O)=O)c1,-19,10,-5,14,-1,4,7.3,-0.1,6,-8,-14
Cc1cccc(C)c1NC(=O)CSc1nnc(-c2cnccn2)n1C,7,-2,-35,11,-3,8,2.9,-0.2,0,-11,6
O=C(Nc1cccc(Cl)c1)OCCOCCOC(=O)Nc1cccc(Cl)c1,8,-16,5,-15,·,-4,5.6,0.8,35,41,34
CN(C)C(=O)CCSc1nnc(-c2ccco2)o1,-22,4,11,37,5,-47,-0.2,-0.1,-21,-22,-16
Cc1cccc(N2CC(c3nc4ccccc4n3C)CC2=O)c1C (centres undefined),·,-2,0,3,0,-2,-3.1,-0.2,3,29,3
Cc1ccc(CN2C3=NC(=O)CN3c3ccccc32)cc1,-12,10,-18,7,-2,9,5.0,0.0,13,17,-20

# No new results follow: entries from further up.
SMILES,MITF TRPM1 inh,CF NFkB inh,KKLEB tox,TWEAK-Fn14 inh,NR2E3 ag-1,HIF-2a inh,hiPSC survival,aDG glyco up,Peg3 promoter,NR2E3 ag-2,Shn3 inh set2
Cc1cccc(C)c1NC(=O)CSc1nnc(-c2cnccn2)n1C,7,-2,-35,11,-3,8,2.9,-0.2,0,-11,6
O=C(Nc1cccc(Cl)c1)OCCOCCOC(=O)Nc1cccc(Cl)c1,8,-16,5,-15,·,-4,5.6,0.8,35,41,34
CN(C)C(=O)CCSc1nnc(-c2ccco2)o1,-22,4,11,37,5,-47,-0.2,-0.1,-21,-22,-16
Cc1cccc(N2CC(c3nc4ccccc4n3C)CC2=O)c1C (centres undefined),·,-2,0,3,0,-2,-3.1,-0.2,3,29,3
